Screening data as filed in PubChem BioAssay.
mcGAS RapidFire: inhibitors of Mus musculus cyclic GMP-AMP synthase, initial high-throughput assay, cell-free, RapidFire MS; Q8C6L5; recombinant mouse cGAS, cGAMP by RapidFire MS; inhibition, % at 12.5 µM; hit rate 0.18% among 130,000; AID 1259397, 2018;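 active = inhibition of cGAS enzyme activity at or above 60%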;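 note: enzyme stimulated by 45 bp dsDNA with ATP and GTP substrates; cGAMP share of summed cGAMP plus half ATP and half GTP signals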
Target sequence (Q8C6L5 whole entry, looked up): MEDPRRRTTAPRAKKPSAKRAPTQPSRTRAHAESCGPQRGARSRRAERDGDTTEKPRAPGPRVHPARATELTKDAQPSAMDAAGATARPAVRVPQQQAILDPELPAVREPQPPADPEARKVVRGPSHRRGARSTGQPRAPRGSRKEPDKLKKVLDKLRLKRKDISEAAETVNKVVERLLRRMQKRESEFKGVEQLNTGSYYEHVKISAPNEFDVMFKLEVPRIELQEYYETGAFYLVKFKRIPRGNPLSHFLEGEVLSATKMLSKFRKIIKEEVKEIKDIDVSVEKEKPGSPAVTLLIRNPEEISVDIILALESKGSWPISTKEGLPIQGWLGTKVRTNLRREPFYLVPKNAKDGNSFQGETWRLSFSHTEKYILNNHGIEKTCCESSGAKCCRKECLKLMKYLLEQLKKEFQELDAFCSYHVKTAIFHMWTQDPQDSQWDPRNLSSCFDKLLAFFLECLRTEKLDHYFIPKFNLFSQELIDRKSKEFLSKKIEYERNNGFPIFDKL
An asterisk follows results filed as active; & = joins results of further samples.

SMILES | mcGAS RapidFire
CC(C)(C)OC(=O)N1CCSCC1CC(=O)O (stereo not drawn) | -15
C=CC(C)(O)CN1CCN(Cc2nc(C(=O)N3CCN(c4ccc(F)cc4)CC3)co2)CC1 (stereo not drawn) | -7
Cc1noc(C)c1Cn1c(C)c(C(=O)NCCC#N)sc1=O | -9
CC1CN(c2ccc(NC(=O)N(C)Cc3ccco3)cc2)CC(C)O1 (stereo not drawn) | -2
COc1cc(/C=C2/C=c3ccccc3=C2O)cc(Cl)c1OC | -16
CCN(Cc1nccn1C)C(=O)c1ccc(N(C)Cc2cc(C)no2)nc1 | 10
O=S(=O)(NCc1ccccc1)NCC(CO)Cc1ccsc1 (stereo not drawn) | -7
N#CC1(NC(=O)Cn2ncc(Cl)c(Cl)c2=O)CCCCC1 | -11
CN(C)C(=O)c1cc(NC(=O)N(C)Cc2ccc(F)c(F)c2)ccn1 | -10
CC(CCn1cccn1)NCC(=O)Nc1ccc(Cl)cc1F (stereo not drawn) | -8
CN(Cc1cc(-c2ccccc2)on1)C(=O)CC1NC(=O)c2ccccc21 (stereo not drawn) | -2
O=C(Nn1cnc2c(cnn2-c2ccccc2)c1=O)c1ccccc1[N+](=O)[O-] | -1
COC(=O)[C@@H]1C[C@@H](O)CN1C(=O)c1cc(C)sc1NC(=O)C(C)(C)C | -16
CCOC(=O)C1(C)CCN1C(=O)c1ccc2ccccc2c1 (stereo not drawn) | -7
CCCC1CCc2nc(N)nc(N)c2C1 (stereo not drawn) | -5
O=[N+]([O-])c1ccc(Sc2ccc(F)cc2)c(S(=O)(=O)N2CCCC2)c1 | -3
COc1ncc(-c2c(-c3ccccc3)ncn2CCn2nc(C)c(C)c2C)cn1 | 1
CCCC1COCCN1C(=O)Cn1ccnc1CC (stereo not drawn) | -12
CS(=O)(=O)N1CCC(C(=O)N(CC2CCCO2)c2nc3c(F)cccc3s2)CC1 (stereo not drawn) | 6
CCc1ccc(CNc2nnnn2C)cc1 | -18

Some of these compounds in order of the mcGAS RapidFire value, largest number first:
Molecule | mcGAS RapidFire
CS(=O)(=O)N1CCC(C(=O)N(CC2CCCO2)c2nc3c(F)cccc3s2)CC1 (stereo not drawn) | 6
COC(=O)[C@@H]1C[C@@H](O)CN1C(=O)c1cc(C)sc1NC(=O)C(C)(C)C | -16
CCc1ccc(CNc2nnnn2C)cc1 | -18

Next section.
SMILES | mcGAS RapidFire
COc1ccc(Cn2cnc3cc(F)ccc3c2=O)cc1Br | -17
CC(C)c1nnc(NC(=O)c2sccc2OC(F)F)s1 | -12
COc1cc(OC)c(C2N=C(N)Nc3nc4ccccc4n32)cc1OC (stereo not drawn) | 2
CCO[C@H]1COC[C@@H]1NC(=O)c1nc2c(s1)CCCC2 | -28
CCn1c2c(=O)n(C)c(=O)n(C)c2n2c(-c3ccc(OC)cc3)nnc12 | -11
CC(C)N(CCC(N)=O)S(=O)(=O)NCc1ccccc1 | -8
O=C(COc1cccc(Cl)c1)N=Nc1c(O)[nH]c2c(Br)cc(Br)cc12 | 6
Cc1ccc(S(=O)(=O)N(C)CC(=O)NC2CCSc3ccc(Cl)cc32)cc1 (stereo not drawn) | 0
COc1ccccc1NS(=O)(=O)c1ccc2oc(=S)n(CN3CCCC3)c2c1 | 2
N#Cc1ccccc1CS(=O)(=O)NC(=O)C1=Cc2ccccc2OC1 | 0
CC(C)c1cc(CNC(=O)C2CCC(=O)N(CCCN3CCOCC3)C2)on1 (stereo not drawn) | -10
CCOc1cc2c(cc1CN(CCC#N)CC1CC1)OC(C)C2 (stereo not drawn) | -6
Fc1cc(Cl)ccc1Oc1cc(N2CCNCC2)ncn1 | -4
CC1(C(=O)NS(C)(=O)=O)CCN1C(=O)c1cccc2ccccc12 (stereo not drawn) | -12
Cc1nc(NCCNC(=O)C(C)C)cc(N2CCCC2)n1 | -13
COc1ccccc1CNC(=O)CNC(C)c1nncn1C (stereo not drawn) | -25
CCn1nc(C(=O)N(CCCN(C)C)c2nc3c(C)ccc(Cl)c3s2)cc1C | 12
CN(c1ccccc1)c1nc(N2CCCC2)nc(-n2ccnc2)n1 | -20
c1ccc(CNC2=NCCC2)nc1 | 7
O=C(NCCNC(=O)c1ccccc1)Nc1ccccc1F | 5

Structures listed so far that have a nitro group on carbon:
SMILES | mcGAS RapidFire
O=C(Nn1cnc2c(cnn2-c2ccccc2)c1=O)c1ccccc1[N+](=O)[O-] | -1
O=[N+]([O-])c1ccc(Sc2ccc(F)cc2)c(S(=O)(=O)N2CCCC2)c1 | -3

(listing goes on)
SMILES | mcGAS RapidFire
Cc1oc(-c2ccco2)nc1CC(=O)NC1CCc2ccccc21 (stereo not drawn) | -3
C=CCNC(=O)CC1Sc2ccc(C(F)(F)F)cc2NC1=O (stereo not drawn) | -7
Cc1ccc(C(=O)Nc2c3c(nn2-c2cccc(C)c2C)CS(=O)(=O)C3)cc1C | -7
CCOC(=O)N1CCC(NC(=O)COC(=O)c2cc3ccccc3s2)CC1 | -12
CN(Cc1ccccc1C(F)(F)F)C(=O)CCNS(C)(=O)=O | -1
CC(=O)Nc1ccc(CNC(=O)c2cc(F)ccc2F)cc1 | -19
C=CCNC(=S)NN=C1c2ccccc2-c2ccccc21 | 1
O=C(NCC(c1ccco1)N1CCCCC1)C1CC2CCCC(C1)C21SCCS1 (stereo not drawn) | -4
CCOc1cc(-c2nccn2Cc2ccco2)ccc1O | -12
CCOc1ccccc1C(=O)NNC(=O)COc1cc(C)cc(C)c1 | -4
COc1ncccc1NC(=O)N(C)C(C)C1(C)CC1 (stereo not drawn) | 13
COC(=O)c1c(C)[nH]c(C2=NNC(=NC3CC3)SC2)c1C | 3
COCCc1ccc(-c2csc(NC(=O)CCNC(=O)c3ccc(F)cc3F)n2)cc1 | -8
O=C(Cn1c(=O)[nH]c(=O)c2ccccc21)N1CCN(c2ncc(C(F)(F)F)cc2Cl)CC1 | -10
Cc1ccc(-n2c(CCC(=O)OCC(N)=O)nc3ccccc3c2=O)cc1 | -11
Cc1cccc(C(=O)N2N=C(C3CCCCC3)CC2(O)C(F)(F)F)c1O (stereo not drawn) | -48
CCN(CC)CCOc1ccc2c(c1)C(=O)c1cc(OCCN(CC)CC)ccc1-2 | 11
C(=NOCc1nc2c3cnn(-c4ccccc4)c3ncn2n1)c1ccccc1 | -12
O=C(c1ccnc(NC2CC2)c1)N1CCCC1c1ccc2c(c1)OCCO2 (stereo not drawn) | -15
Brc1c(C2C3CC4CC(C3)CC2C4)nc2ccccn12 (stereo not drawn) | -42
Cc1ccc(-c2noc(COc3cc4oc(=O)cc(C)c4cc3Cl)n2)cc1 | 12
O=C(NCC(F)(F)F)C1CSCN1C(=O)c1cc2c(s1)CCCCC2 (stereo not drawn) | -17
COc1cc(N2CCCC(N3CCCC3=O)C2)ncn1 (stereo not drawn) | -16
Cc1[nH]cnc1C(=O)NC(c1ccncc1)c1ccc(Cl)cc1 (stereo not drawn) | -7
CCCn1c(=O)n(CC(=O)N(C)CC(=O)Nc2cc(C)ccc2C)c2ccccc21 | -1
CC1(C)CC2CC(C)(CN2C(=O)CN2CCN(C/C=C/c3ccccc3)CC2)C1 (stereo not drawn) | -1
CC(=O)NCc1ccc(C(=O)N(C)Cc2ccc(Cl)s2)cc1 | -3
N#Cc1ccsc1NC(=O)CN1CCN(c2ccc(F)cc2)CC1 | -12
CC(=O)c1ccc2c(c1)c1cc(Cl)ccc1n2C | 9
N#C/C(=C\c1ccccc1OCc1ccc(C(=O)O)cc1)c1ccccc1 | 4

By substructure: the entries above containing a COOH group.
SMILES | mcGAS RapidFire
CC(C)(C)OC(=O)N1CCSCC1CC(=O)O (stereo not drawn) | -15
N#C/C(=C\c1ccccc1OCc1ccc(C(=O)O)cc1)c1ccccc1 | 4

(cont.)
SMILES | mcGAS RapidFire
Cc1cc(CNC2CCC(O)CC2)c(C)n1-c1ccnn1C(C)C (stereo not drawn) | -12
Cc1c(C(=O)OC2CCC3CN(C(=O)OC(C)(C)C)CC32)cnn1C (stereo not drawn) | -1
O=C(c1noc2c1CCCC2)N1CCC(CO)(Cc2ccccc2C(F)(F)F)CC1 | -2
CCN1CCN(C(=O)c2ccccc2N2CCC(NC(=O)c3ccc(C(F)(F)F)cc3)CC2)CC1 | -1
COCCNC(=O)c1cc2sccc2n1Cc1ccc2c(c1)OCO2 | -4
CC1=C(C(=O)N(C)C)C(c2cccc(Oc3ccccc3)c2)NC(=S)N1 (stereo not drawn) | -6
CC(=O)Nc1cccc(NC(=O)c2c(-c3c(Cl)cccc3Cl)noc2C)c1 | -3
CC1CC(C)CN(CC(=O)NCc2ccc(Cl)cc2Cl)C1 (stereo not drawn) | -16
Cc1ccc(CN(Cc2ncc(C(C)(C)C)o2)C(C)C)s1 | -3
CN1C(=O)c2ccccc2N2C(=O)CCC12C(=O)NCc1cccc(Cl)c1 (stereo not drawn) | 3

Next section; it opens with the 6 that closed the last part.
SMILES | mcGAS RapidFire
COCCNC(=O)c1cc2sccc2n1Cc1ccc2c(c1)OCO2 | -4
CC1=C(C(=O)N(C)C)C(c2cccc(Oc3ccccc3)c2)NC(=S)N1 (stereo not drawn) | -6
CC(=O)Nc1cccc(NC(=O)c2c(-c3c(Cl)cccc3Cl)noc2C)c1 | -3
CC1CC(C)CN(CC(=O)NCc2ccc(Cl)cc2Cl)C1 (stereo not drawn) | -16
Cc1ccc(CN(Cc2ncc(C(C)(C)C)o2)C(C)C)s1 | -3
CN1C(=O)c2ccccc2N2C(=O)CCC12C(=O)NCc1cccc(Cl)c1 (stereo not drawn) | 3
Cc1ccc(NC(=S)NCc2ccc3c(c2)OCO3)nc1 | -16
CN(CCO)P1(=O)C=C(c2ccccc2)SC(c2ccccc2)=C1 | -11
Nc1nc(N2CCN(c3ccccc3O)CC2)c2[nH]cnc2n1 | -2
Cc1[nH]ncc1CCCNC(=O)CCNC(=O)CC1CC2CCC1C2 (stereo not drawn) | -5
CC[C@H]1CN(C(=O)Cc2c[nH]c(=O)n(C)c2=O)CC[C@@]1(C)O | -7
CN(CCc1ccccn1)c1ncccc1CNC(=O)c1ccoc1 | 2
CCN(CC)C(C)CNC(=O)c1cccc(C)c1I (stereo not drawn) | -4
COCC(=O)Nc1cccc(-n2ccc(-c3cccnc3)n2)c1 | -18
O=C(Nc1ccc2c(c1)CN(C(=O)/C=C/c1cccnc1)CC2)c1ccncc1 | -5&-3
Cc1cccn2c(=O)c3cc(C(=O)NCC4CCCO4)n(C)c3nc12 (stereo not drawn) | -2
CC(C)C(=O)Nc1ccc(S(=O)(=O)NCCCN2CCN(c3ccccc3)CC2)cc1 | -15
OCC1(CCCc2ccccc2)CCNCC1 | -25
COc1ccc(-c2nnc(NC(=O)c3ccc([N+](=O)[O-])s3)o2)c(OC)c1 | -5
Cc1[nH]cnc1-c1nccn1-c1ccc(Cl)cc1 | 3
C=C(C)Cn1c(N2CCN(Cc3cc(C)ccc3C)CC2)nc2c1c(=O)[nH]c(=O)n2C | -5
C=C(C)CN1CCN(c2nc3c(c(=O)[nH]c(=O)n3C)n2Cc2ccc(Br)cc2)CC1 | -7
CC(Oc1ccc(N(C)C(N)=O)cc1)c1nnc(-c2cccs2)o1 (stereo not drawn) | -2
O=C(c1ccn[nH]1)N1CCN(c2nccc(C(F)(F)F)n2)CC1 | -10
COc1ccc(N(C)C(=O)C2(c3cccc(C(F)(F)F)c3)CCCC2)cn1 | -2
Cc1cc(C)n(-c2ccc(C(=O)NCCSc3nnnn3C)cc2)n1 | -15
CSc1cccc(CN(C(=O)C2CNCCO2)C(C)C)c1 (stereo not drawn) | -14
COc1ncccc1-c1ccc(S(N)(=O)=O)s1 | -2
Cc1nc(-c2ccccc2)sc1C(=O)NCCCn1nc(-c2ccccc2)ccc1=O | 0
COc1cc(CN2C(=O)C(C)(C)ON=C2c2ccc(F)cc2)cc(OC)c1 | 3
O=C(c1ncoc1-c1ccccc1)N(Cc1ccc2c(c1)OCO2)Cc1cccc2c1OCO2 | -2
CCCS(=O)(=O)CC(=O)Nc1ccc(Nc2ccccc2)nc1 | 7
COc1ccc(CNC(=O)c2sc(=O)n(CC(=O)N(C)C)c2C)cc1 | -10
O=C(NC1CCCc2ccccc21)c1ccccc1C(=O)N1CCCC1 (stereo not drawn) | -2
CC(C)c1ccc(CCCC(=O)N2CCC3(CC2)CN(C)CCN3C)cc1 | -15
O=C(NC1CCN(c2ccccc2C(=O)N2CCN(c3ccc(Cl)cc3)CC2)CC1)C1CCC1 | -11
Cn1c(SCc2ccccc2C(F)(F)F)n[nH]c1=O | 4
CN(Cc1sc(N(C)C)nc1Cl)Cc1cccc2ncccc12 | -16
N#Cc1ccc(-n2ncc3c2CCN(CC(=O)N2CCN(c4ccccc4)CC2)C3)cc1 | -3
CCCc1ncncc1C(=O)NCc1cccnc1N1CCN(C)CC1 | -18
Cc1ccc(S(=O)(=O)CCC(=O)OC2CC(C)OC2=O)cc1 (stereo not drawn) | -1
Cc1cc(CS(=O)(=O)NCc2ccccc2Cl)on1 | 1
Cc1ccc(-c2cc(C(=O)O)nc3c(-c4ccccc4)c(C)nn23)cc1 | -4
C=CCN(Cc1ccc(C)s1)C(=O)c1cccnc1NC | -16
COCc1ncc(CN2CCC(O)(c3ccccc3C)C2)cn1 (stereo not drawn) | -3
N#Cc1ccccc1NC(=O)CN1CCCCCC1 | -11
O=C(Cc1nc2cc(-c3ccccc3)sc2c(=O)[nH]1)NCc1ccccc1 | -2
CCSc1ccc(C(=O)NC2CCC(=O)NC2)cn1 (stereo not drawn) | -10
COC(=O)C1C(=O)c2c([nH]c(C(=O)OCC3CCCO3)c2C)CC1C (stereo not drawn) | -5
CC(=O)N1N=C(c2ccccc2NS(C)(=O)=O)CC1c1ccc2ncccc2c1 (stereo not drawn) | -3
Cc1cc(C)cc(N2C(=O)NC3CC2(C)Oc2ccccc23)c1 (stereo not drawn) | 4
CNc1ccc(C)cc1C(=O)N1CCc2nc(N(C)C)[nH]c(=O)c2CC1 | -18
Cc1ccsc1C(=O)N1CCCC(N2CCN(c3cccc(Cl)c3)CC2)C1 (stereo not drawn) | -2
CCC(NC(=O)Nc1nncs1)c1cccc(Cl)c1 (stereo not drawn) | 7
CNC(=O)COc1ccc(-c2ccccc2Cl)cc1 | 3
CC(O)CN(Cc1ccccc1)C(=O)CCNC(=O)c1ccsc1 (stereo not drawn) | 0
O=C(NCCOCc1ccc(Cl)cc1)c1ncn[nH]1 | -23
NC(=O)c1ccc(N2CCCC2Cc2ccccc2Cl)nn1 (stereo not drawn) | -4

Not all compounds are listed; the hit share may differ from the screen's.
